Screening data (PubChem)
GLP1R cytotox – cytotoxicity counter-screen for GLP-1 receptor inverse agonists; HEK293 cAMP-luciferase reporter cells, luminescence, 24 h; Potency, µM (top dose mostly 38.3 µM), for the others: at the highest dose activity change, negative = inhibition, most hits filed as inhibitors; 0.13% of 410,000 active;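 further: loss of luciferase light is scored as toxicity; on the % scale 0 is the no-effect control and ±100 the full control effect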
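Here, cytotoxicity is scored as loss of luminescence. The MLSMR collection was tested on cells seeded in medium containing 10% Nu serum, with a 24 hr compound exposure preceded by 12 hours of culture.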
TDP-43 yeast inh – TDP-43 toxicity inhibition in yeast; TDP-43 expressing yeast growth rescue, BacTiter-Glo, 24 h; Potency, µM (doses to about 46.1 µM), inactives show top-dose growth rescue (activation), most hits filed as activators; 1.8% of 410,000 active; AID 652104; further: % of control where 0% means no effect; nearly all actives have a fitted effect of over 50% in size
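Readout is BacTiter-Glo luminescence of cell growth, so inhibitors register as activators. TDP-43-expressing yeast at OD600=0.02 in galactose medium, after raffinose pregrowth to mid-log, were incubated with compound for 24 hr at 30 deg C.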
HT1080NT lethal – kills 2HG-producing HT-1080-NT fibrosarcoma cells | AID 686970 | 1.6% of 360,000 active | Potency, µM (titrated, usually from 46.1 µM), for the others: at the highest dose activity, negative = less viability, hits mostly cytotoxic | HT-1080-NT fibrosarcoma viability, CellTiter-Glo ATP luminescence, 48 h;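 further: NT is the 2HG producing partner of a matched IDH1 knockdown line; 0% = DMSO-treated cells and -100% = media-only wells without cells; nearly all actives have a fitted effect of over 55% in size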
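Viability by CellTiter-Glo luminescence after 48 h compound exposure at 37C of HT-1080-NT cells (750/well, RPMI, 5% FBS). % activity scaled between DMSO wells and medium-only wells, then curve-fitted and categorized by curve class.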
SW480 rereplic – DNA re-replication induction in SW480 cells. SW480 DNA re-replication, Hoechst DNA content imaging, 48 h. Potency, µM (highest dose often 46.1 µM), for inactives: at the top dose re-replication activation, usual class: activators. 1.8% of 340,000 active; further: % of control where 0% means no effect; nearly all actives have a fitted effect of over 55% in size
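First, 250 cells per well were seeded. Next, compound or vehicle (23 nL) was pinned in, plates sat 48 hr at 37 C. Finally Hoechst was added for 40 min before fluorescence scanning.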
GLP1R ag – GLP-1 receptor (human) agonism; P43220; HEK293 GLP-1R CRE-luciferase, luminescence, 4-6 h; cells express a hypersensitive GLP-1R form; Potency, µM (titrated, usually from 45.6 µM), for inactives: at the highest dose activation, actives largely listed as activators; 0.007% of 380,000 active; further: % of control where 0% means no effect
Target sequence (P43220 whole entry, looked up): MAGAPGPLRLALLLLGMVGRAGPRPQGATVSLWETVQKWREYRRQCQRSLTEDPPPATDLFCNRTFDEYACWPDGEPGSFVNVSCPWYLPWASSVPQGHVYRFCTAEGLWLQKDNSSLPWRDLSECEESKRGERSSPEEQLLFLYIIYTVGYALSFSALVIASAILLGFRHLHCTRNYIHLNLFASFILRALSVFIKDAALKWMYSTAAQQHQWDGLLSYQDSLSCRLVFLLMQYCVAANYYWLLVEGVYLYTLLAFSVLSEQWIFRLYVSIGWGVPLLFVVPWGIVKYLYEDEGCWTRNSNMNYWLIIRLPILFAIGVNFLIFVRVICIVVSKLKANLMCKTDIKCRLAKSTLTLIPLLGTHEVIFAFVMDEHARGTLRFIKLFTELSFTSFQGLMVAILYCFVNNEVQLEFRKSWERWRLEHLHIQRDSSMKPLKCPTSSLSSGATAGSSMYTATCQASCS
KB-V1 MDR tox – kills drug-selected multidrug resistant KB-V1 cells | KB-V1 MDR cells viability, CellTiter-Glo, 72 h | Potency, µM (doses to about 46.1 µM), for the others: at the top dose activity change, negative = cytotoxicity, actives largely listed as cytotoxic | 3.4% of 400,000 active | AID 1347076; further: on the % scale 0 is the no-effect control and ±100 the full control effect; nearly all actives have a fitted effect of over 60% in size
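Cytotoxicity via CellTiter-Glo luminescence after 72 h compound exposure at 37 degrees C. Cells: drug-selected KB-V1 line, DMEM phenol-red free plus 10% FBS. Compounds tested at multiple concentrations; normalized data fitted to concentration-effect curves.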
KB-3-1 cytotox – kills parental KB-3-1 adenocarcinoma cells; KB-3-1 viability, CellTiter-Glo ATP luminescence, 72 h; Potency, µM (titrated, usually from 46.1 µM), without a hit: at the top dose activity change, negative = cytotoxic, most hits filed as cytotoxic; 1.4% of 400,000 active; further: on the % scale 0 is the no-effect control and ±100 the full control effect; nearly all actives have a fitted effect of over 60% in size
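Cytotoxicity measured as CellTiter-Glo luminescence after 72 h at 37 C. Compound titrations were pinned onto drug-naive KB-3-1 parental adenocarcinoma cells grown in DMEM with 10% FBS, and normalized data fitted to concentration-response curves.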
HT1080 IDH1KD tx – HT-1080 IDH1 knockdown cell toxicity (counter line) | HT-1080 IDH1 knockdown viability, ATP luminescence, 48 h | Potency, µM (series often up to 46.1 µM), for the others: at the top dose activity, negative = toxicity, hits mostly cytotoxic | 2% of 360,000 active | AID 686971;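 further: 0% = DMSO wells and -100% = cell-free medium wells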
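After a 2 h attachment period, IDH1KD HT-1080 cells took pin-transferred compound for 48 h at 37 °C; ATP-based luminescence after 10 min room-temperature reagent incubation reported viability.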
GLP-1R inv ag – GLP-1 receptor (human) inverse agonism; P43220; HEK293 GLP-1R CRE-luciferase, luminescence, 24 h; GLP-1R form is constitutively active; Potency, µM (top dose mostly 38.3 µM), for inactives: at the highest dose activity change, negative = inhibition, usual class: inhibitors; 1.6% of 410,000 active; AID 624417; further: on the % scale 0 is the no-effect control and ±100 the full control effect; nearly all actives have a fitted effect of over 55% in size
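Luminescence readout: a drop in cAMP-driven luciferase signal flags inverse agonism at a constitutively active GLP-1R stably expressed in HEK293. Compound exposure lasted 24 hr at 37 deg C, 5% CO2.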
* hit, by the source's call; ? = inconclusive; . = no result given; [ ] = another dose, or the depositor's remark. The call rests on the fitted dose curve; in most records, active means well fitted curve in the direction sought with a large enough effect; inconclusive means small, poorly fitted or top-dose-only effect, or another doubt; inactive means no such curve, though single readings can be large; an effect the other way counts as inactive or inconclusive. Potency means the concentration at half of the fitted maximal effect.

mol	GLP1R cytotox	TDP-43 yeast inh	HT1080NT lethal	SW480 rereplic	GLP1R ag	KB-V1 MDR tox	KB-3-1 cytotox	HT1080 IDH1KD tx	GLP-1R inv ag
O=C(CSc1nnc(-c2ccc3c(c2)OCO3)n1-c1ccccc1)c1ccccc1	2%	9%	15%	-2%	1%	8.2µM*	13%	23%	-9%
O=C(O)CCC(=O)N(Cc1cccnc1)Cc1cccc(F)c1	3%	-22%	4%	-18%	4%	8%	-10%	20%	1%
COc1ccc(CC(=O)N2CCc3cc(OC)c(OC)cc3C2COc2ccc(OC)cc2)cc1 (stereo not drawn)	4%	.	.	.	20%	?	-18%	.	14%
CC(OC(=O)CC(NC(=O)c1ccccc1Cl)c1ccccc1)C(=O)Nc1cccc(Cl)c1Cl (stereo not drawn)	-20%	28%	-1%	.	18%	-34%	21%	1%	?
CC1OC(OC2C(CO)OC(OCC3OC(OC(=O)[C@@]45CCC(C)(C)C[C@@H]4C4=CC[C@@H]6[C@@]7(C)CCC(OC8OCC(O)C(O)C8OC8OC(C)C(O)C(O)C8O)[C@@](C)(CO)C7CC[C@@]6(C)[C@]4(C)CC5)C(O)C(O)C3O)C(O)C2O)C(O)C(O)C1O (stereo partly drawn)	5%	9%	17%	-28%	-1%	13%	0%	12%	12%
CCn1nc(C(=O)Nc2ccccc2C)c(Cl)c1Cl	4%	29%	-4%	-7%	15%	-19%	4%	-2%	?
O=C(c1cnn(-c2ccc(F)cc2)c1-n1cccc1)N1CCN(c2ccc(Cl)cc2)CC1	-11%	0%	.	.	-5%	?	?	.	-11%
COC(=O)N=Nc1c(O)n(Cc2ccccc2)c2ccccc12	-6%	-15%	?	13%	13%	-4%	6%	10%	29%
COCCNC(=S)N(CCO)Cc1cc2cc3c(cc2[nH]c1=O)OCO3	-4%	8%	2%	-5%	1%	13%	3%	11%	10%
O=c1oc2c(CN3CCCCC3)c(O)ccc2c2c1CCCCC2	.	-17%	0%	2%	-3%	5.8µM*	1%	-1%	10%
O=C(NC1CCCC1)C(c1ccccc1)N(C(=O)c1csnn1)c1ccccc1F (stereo not drawn)	4%	-2%	-2%	-20%	12%	-14%	?	?	-9%
C[C@@H]1CN([C@H](C)CO)C(=O)CCCn2nncc2CO[C@H]1CN(C)S(C)(=O)=O	5%	24%	12%	.	16%	8%	6%	10%	5%
O=C(O)c1cc(-c2ccccc2)n(-c2ccc(F)cc2)n1	-2%	-23%	11%	1%	-1%	5%	7%	12%	-3%
O=C(Nc1ccc(S(=O)(=O)N2CCCCC2)cc1)C1CC(=O)N(c2ccc(F)cc2)C1 (stereo not drawn)	0%	-4%	?	1%	10%	11%	-3%	-13%	?
Cc1ccccc1OCCCCCNCCO	?	-21%	-12%	-8%	-6%	-19%	2%	4%	?
CCCS(=O)(=O)NC(=O)C1(C)CCN(C(=O)Cc2ccc3ccccc3c2)C1 (stereo not drawn)	5%	-14%	4%	.	-3%	6%	0%	2%	-22%
Cc1cc2nc(SCCOC(=O)Nc3ccccc3)nc(C)c2cc1C	-15%	20%	5%	5%	1%	21µM*	1%	10%	?
Cn1c(NNC(=O)/C=C/c2ccc3c(c2)OCO3)cc(=O)n(C)c1=O	4%	-18%	2%	-6%	0%	-1%	1%	14%	2%
C=CCOc1ccc(C(=O)Nc2ccc3c(c2)n(C)c(=O)n3C)cc1	-4%	22%	-2%	-3%	1%	-22%	-26%	-9%	59%[activator]
N/C(=N\OCC(=O)Nc1ccc(F)c(Cl)c1)c1ccccc1	15%	29%	-21%	0%	5%	0%	1%	-11%	?
O=C(CC1SC(=O)NC1=O)Oc1ccc(/C=N/NC(=O)c2ccccc2O)cc1 (stereo not drawn)	6%	2%	14%	-34%	-6%	1%	6%	2%	-14%
Nc1cc(C(=O)O)ccc1N1CCCCCC1	4%	-8%	9%	-1%	6%	10%	3%	5%	-1%
O=C(COc1ccccc1C(=O)NCc1ccncc1)Nc1ccc(Br)cc1	1%	12%[9.22 µM]	-29%	3%	14%	?	-5%	-18%	?
CC(=O)Nc1ccc(OC(=O)c2cccs2)cc1	0%	-2%	1%	4%	0%	1%	12%	0%	-10%
CC1CC(C)(C)CC2(C1)NC(=S)N(c1ccccc1)N2 (stereo not drawn)	-18%	?	?	-2%	0%	-9%	-7%	-16%[9.24 µM]	3.5µM*

Remaining list, next part:
mol	GLP1R cytotox	TDP-43 yeast inh	HT1080NT lethal	SW480 rereplic	GLP1R ag	KB-V1 MDR tox	KB-3-1 cytotox	HT1080 IDH1KD tx	GLP-1R inv ag
COc1ccc(C(=O)c2cnc3cc4c(cc3c2C)OCO4)cc1	1%	?	-6%	4%	2%	?	15%	-10%	-31%
COc1ccc(NC(=O)CSc2nnnn2C2CCCC2)cc1	-11%	9%	4%	?	-1%	-2%	-1%	7%	3%
CCn1c(SCc2ccccc2F)nnc1-c1ccncc1	-4%	17%	7%	-6%	14%	-6%	4%	15%	6%
CN(CC(=O)Nc1ccc(F)c(F)c1F)C(=O)C1COc2ccccc2O1 (stereo not drawn)	-10%	?	0%	-1%	-4%	.	.	5%	-15%
O=c1[nH][nH]c(C(F)(F)F)c1C=NCc1cccc(Cl)c1	-11%	5%	11%	-4%	-10%	13%	1%	5%	-15%
Cc1cccc(C(=O)N2CCc3cc(CNC(=O)COc4ccc(Cl)cc4)ccc32)c1	3%	11%	.	.	.	4%	10%	.	5%
Cc1ccc(S(=O)(=O)c2cn(CC(=O)Nc3ccccc3)c3cc4c(cc3c2=O)OCO4)cc1	2%	14%	.	.	1%	?	-26%	.	-2%
CCOCCn1c(SCC(=O)OCc2ccccc2)nc2c1c(=O)[nH]c(=O)n2C	2%	11%	12%	-14%	-2%	1%	4%	-2%	5%
O=C1CN(C(=O)CC2c3ccccc3-c3ccccc32)CC(=O)N1	-8%	-5%	13%	-4%	-3%	14%	11%	14%	5%
COC(=O)c1ccc(CSc2nc3c([nH]c4ccccc43)c(=O)n2-c2cccc(OC)c2)o1	-3%	29%	.	.	-2%	?	-12%	.	?
CN(C)S(=O)(=O)c1ccc(Cl)c(NC(=O)COC(=O)CN2C(=O)NC(C)(C)C2=O)c1	-2%	10%	14%	-9%	0%	20%	4%	10%	-3%
NC(=O)N/N=C/c1c(O)ccc2oc3c(c12)CCCC3	-2%	-24%	-18%	?	24%	?	?	-8%	48%[activator]
COc1cc(/C=C2\CCCc3c2nc2ccccc2c3C(=O)O)cc(Br)c1O	-4%	-18%	1%	0%	11%	-2%	2%	-11%	72%[activator]
CC1CCCCN1C(=O)Nc1cccc(C(F)(F)F)c1 (stereo not drawn)	-2%	10%	9%	1%	15%	1%	-9%	17%	2%
Clc1ccc(CSc2cc3c(nn2)-c2ccccc2CC3)cc1	16%	-6%	-10%	3%	-2%	-1%	-2%	-8%	?
CCOC(=O)C1CCN(C(=O)CCn2c(=O)[nH]c3ccccc3c2=O)CC1	3%	-3%	14%	-5%	2%	17%	-2%	-1%	-8%
C#CCOc1ccc2ccccc2c1/C=C(/C#N)c1ccc(C(=O)O)cc1	-6%	-2%	-16%	-5%	0%	0%	20%	?	?
O=C1C(=Cc2ccc(Br)o2)C(=O)c2ccccc21	-2%	-8%	8%	-5%	0%	8%	-3%	10%	2%
N#Cc1ccc(Oc2c(Cl)cncc2Cl)cc1	1%	?	-12%	-3%	13%	-9%	0%	-6%	4%
O=C(COC(=O)c1cccc(OC(F)F)c1)NC1CCCC1	-4%	1%	28%	-8%	12%	0%	9%	20%	3%
CCC(C)NC(=S)N1CCN(C)CC1 (stereo not drawn)	3%	-10%	17%	-2%	0%	-2%	8%	?	-6%
O=C(CN(Cc1ccc(Br)cc1)S(=O)(=O)c1ccccc1)NCC1CCCO1 (stereo not drawn)	-1%	13%	0%	6%	1%	?	15%	-3%	-6%
Cn1c(OCc2cccnc2)nc2c1c(=O)n(Cc1ccccc1)c(=O)n2C	-6%	13%	-2%	3%	5%	?	-2%	-5%	0%
O=c1ccc2nc3ccccc3sc-2c1	-16%	?	?	.	20%	-24%	-1%	?	25%
COc1cc(C2C(C(=O)c3ccc(C)o3)=C(O)C(=O)N2Cc2ccccc2)ccc1O (stereo not drawn)	-6%	-17%	-2%	-32%	-2%	6%	6%	-1%	?
O=C(CC1NC(=S)NC1=O)c1ccc(Cl)cc1 (stereo not drawn)	-7%	11%	?	-8%	9%	13%	?	7%	14%
COc1ccc(NC(=O)COC(C)=O)cc1Cl	6%	24%	8%	-3%	-5%	3%	10%	5%	11%
COc1cccc(Cn2c3ccc(NC(=O)CCc4ccc(F)cc4)cc3c(=O)n2C)c1	-24%	17%	?	.	5%	?	4.1µM*	4.1µM*	?

Part of the list above, with two lines to a compound:
Order of values: GLP1R cytotox, TDP-43 yeast inh, HT1080NT lethal, SW480 rereplic, GLP1R ag, KB-V1 MDR tox, KB-3-1 cytotox, HT1080 IDH1KD tx, GLP-1R inv ag
N#Cc1ccc(Oc2c(Cl)cncc2Cl)cc1
 : 1%, ?, -12%, -3%, 13%, -9%, 0%, -6%, 4%
O=C(COC(=O)c1cccc(OC(F)F)c1)NC1CCCC1
 : -4%, 1%, 28%, -8%, 12%, 0%, 9%, 20%, 3%
